PKA-R1A act: activators of PKA-R1A complex. P00514+P68181. PKA-R1A dissociation, Cy5-IP20 fluorescence polarization; scaled: DMSO 0%, 113 µM cGMP 100%. activation, % at 11.4 µM. 340,000 tested, 0.083% active. AID 504707;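 active = percent activation above the mean of all tested compounds plus 3 SD, cut at about 19% in these data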;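 also: higher means more PKAc released from R1A so a rise in polarization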
SR-BI DiI-HDL act: activators of SR-BI mediated HDL lipid uptake; AID 504775; 320,000 tested, 0.096% active; activation, % at 12.5 µM; CHO ldlA[mSR-BI] cells, DiI-HDL uptake fluorescence, 3 h; 100 = double the neutral-control signal;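 active = mean replicate activation of at least 60% and every replicate at or above 60%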;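 also: 0% = median plate neutral-control signal and 100% = twice that signal; values of inactives mirror those of a sister screen read the other way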
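Material: SR-BI-overexpressing, LDLR-lacking CHO cells; schedule: compound exposure 3 h, 37 °C; reagent: DiI-labelled HDL at 10 µg/mL final; technique: bottom-read fluorescence, 550/595 nm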
SUMO Mot1 rescue: SUMOylation pathway inhibition by Mot1-301 growth rescue | growth rescue, % at 18.8 µM | 320,000 tested, 1% active | S. cerevisiae Mot1-301 growth rescue, ATP luminescence, 38.5C; percent above DMSO median, 100 means doubled;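 active = every valid replicate shows activation above 250% relative to neutral control wells; inactive = the rest, any valid replicate at or below 250%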;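 also: OY570 slx delta 5 strain wells were the positive control but not used for scaling; some compounds called inactive have numbers as strong as hits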
PKA-R2B act: activators of human PKA-R2B complex. AID 504700. 340,000 tested, 0.079% active. PKA-R2B holoenzyme dissociation, Cy5-IP20 fluorescence polarization; R2B truncated from residue 108, S112A mutant; 0% DMSO only, 100% 113 µM cGMP. activation, % at 11.4 µM. P22694+P31323;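 active = activation above a cutoff set at the mean over all compounds plus 3 SD, cut at about 18% in these data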;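 also: higher means more holoenzyme dissociation and a rise in polarization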
MITF act: MITF TRPM1 promoter activation in melanoma cells; SK-MEL-5 TRPM1-promoter luciferase, 24 h; % of positive control, neutral wells = 0; activation, % at 12.5 µM; 300,000 tested, 0.75% active; AID 588334;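 active = mean activation of at least 80% with every replicate also reaching 80%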;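 also: 0% = neutral control wells and 100% = parthenolide positive control wells; values of inactives mirror those of a sister screen read the other way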
CDK5 inh: inhibitors of human CDK5/p35 kinase. Q00535+Q15078. Recombinant CDK5/p35, ADP-Glo luminescence, 60 min. inhibition, % at 10 µM. 330,000 tested, 0.01% active;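 active = highest replicate inhibition of at least 50% and at least 75% of replicates reaching 50%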;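 also: plate controls were DMSO neutral control for no effect and GW8510 at 10 µM for full effect; many of its hits are not listed in these tables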
Target sequence (Q00535 whole entry, looked up): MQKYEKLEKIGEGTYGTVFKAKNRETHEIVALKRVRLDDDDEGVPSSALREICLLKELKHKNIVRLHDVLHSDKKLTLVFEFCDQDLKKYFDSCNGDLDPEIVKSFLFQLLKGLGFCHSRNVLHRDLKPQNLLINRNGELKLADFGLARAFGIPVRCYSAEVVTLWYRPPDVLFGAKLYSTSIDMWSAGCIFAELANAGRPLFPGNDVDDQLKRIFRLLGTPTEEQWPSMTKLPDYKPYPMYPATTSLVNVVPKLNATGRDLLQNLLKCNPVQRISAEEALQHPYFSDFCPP
Target sequence (Q15078 whole entry, looked up): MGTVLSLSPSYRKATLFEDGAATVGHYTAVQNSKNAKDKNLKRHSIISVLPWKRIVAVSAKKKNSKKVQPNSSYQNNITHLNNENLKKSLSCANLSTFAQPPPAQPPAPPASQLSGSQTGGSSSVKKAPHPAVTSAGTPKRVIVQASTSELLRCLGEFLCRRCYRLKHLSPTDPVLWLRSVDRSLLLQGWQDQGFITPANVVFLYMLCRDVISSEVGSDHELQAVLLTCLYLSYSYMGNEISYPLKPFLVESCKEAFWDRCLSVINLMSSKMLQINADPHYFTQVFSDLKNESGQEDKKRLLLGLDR
DSG3 Ab inh: inhibitors of pemphigus antibody binding to human desmoglein-3; AID 588358; binding (percent of control), % at 10 µM; 310,000 tested, 0.48% active; DSG3-coupled beads, scFv-anti-DSG3-GFP binding, flow cytometry; stronger effect = lower value; P32926;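 active = binding more than 3 SD below its plate's average and above zero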;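 also: hits lower antibody fragment binding to DSG3; some compounds called inactive have numbers as strong as hits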
Arr AP2 block: blocks beta-arrestin peptide binding to AP2 adaptin; FITC-arrestin peptide / GST-AP2 beads, flow cytometry; AP2 beta2 appendage carries R879A mutation; inhibition, % at 10 µM; 340,000 tested, 0.31% active; AID 504490;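 active = inhibition above a set limit, near 3 SD of compounds lacking own fluorescence, cut at about 54% in these data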;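 also: plate controls were DMSO wells for no effect and 5 µM unlabelled arrestin peptide for full effect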
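Test system: GST-tagged AP2 beta2-adaptin appendage (R879A) on 4 µm glutathione beads; also added: fluorescein-tagged arrestin peptide at 50 nM final; timing: 12 min plus 1 h, RT; signal: flow cytometry, FL1 (488/535 nm); read-out: percent drop in bead-associated FITC signal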
SR-BI HDL uptake: mouse SR-BI HDL lipid transfer inhibition. Q61009. ldlA[mSR-BI] CHO cells, DiI-HDL uptake fluorescence, 3 h. inhibition, % at 12.5 µM. 320,000 tested, 0.96% active. AID 488896;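 active = mean replicate inhibition of at least 70% and a set share of replicates each scoring 70 or more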;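 also: 0% = median of neutral control wells and 100% = median of positive control wells; values of inactives mirror those of a sister screen read the other way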
NSD2 inh: NSD2 (human) methyltransferase inhibition; 310,000 tested, 0.54% active; O96028; inhibition, % at 12.5 µM; NSD2 peptide methylation, AlphaScreen, 120 min; AID 743445; in the data active = inhibition above about 50%
dFosB act: mouse delta FosB homodimer activation; P13346; purified delta FosB, TAMRA-CDK5 oligo fluorescence polarization; percent of positive-control signal above neutral wells; activation, % at 25 µM; 340,000 tested, 0.99% active; AID 493131;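 active = mean activation above about 17%, with every replicate also reaching it, limit read from the data, passing the limit was not always enough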;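 also: fluorescence polarization rise as delta FosB binds a TAMRA Cdk5 AP-1 oligo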
Target sequence (P13346 whole entry, looked up): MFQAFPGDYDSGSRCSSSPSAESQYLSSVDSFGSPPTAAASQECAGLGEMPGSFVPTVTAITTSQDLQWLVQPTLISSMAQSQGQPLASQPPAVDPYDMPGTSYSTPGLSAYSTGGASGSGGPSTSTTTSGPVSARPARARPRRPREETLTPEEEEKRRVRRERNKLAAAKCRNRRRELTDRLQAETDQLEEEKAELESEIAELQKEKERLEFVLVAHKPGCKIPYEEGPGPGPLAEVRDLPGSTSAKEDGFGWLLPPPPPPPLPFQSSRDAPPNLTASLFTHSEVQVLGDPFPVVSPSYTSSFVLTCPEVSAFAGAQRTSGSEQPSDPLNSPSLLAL
* = called active by the depositor. Outcome played no part in choosing rows; any-hit rate near 4.7%.

How did COC(=O)CCSCC(=O)Nc1cc(C)on1 do in these assays?
PKA-R1A act: -9; SR-BI DiI-HDL act: 27; SUMO Mot1 rescue: -9; PKA-R2B act: 3; MITF act: -6; CDK5 inh: -0.9; DSG3 Ab inh: 93; Arr AP2 block: -2; SR-BI HDL uptake: -27; NSD2 inh: -3; dFosB act: -8

What do the screens show for `CCCC(c1nnnn1Cc1ccc(F)cc1)N1CCN(CC)CC1` (stereo not drawn)?
PKA-R1A act: 2; SR-BI DiI-HDL act: 16; SUMO Mot1 rescue: -29; PKA-R2B act: -4; MITF act: 2; CDK5 inh: -21; DSG3 Ab inh: 102; Arr AP2 block: -1; SR-BI HDL uptake: -16; NSD2 inh: 12; dFosB act: -1

What do the screens show for `O=C(CN1CCN(S(=O)(=O)c2ccc(F)c(Cl)c2)CC1)N1CCc2ccccc2C1`?
PKA-R1A act: -1; SR-BI DiI-HDL act: 11; PKA-R2B act: -3; MITF act: -5; CDK5 inh: -0.6; DSG3 Ab inh: 117; Arr AP2 block: -2; SR-BI HDL uptake: -11; NSD2 inh: 2; dFosB act: -14

Results for O=C(N=C1SC2CS(=O)(=O)CC2N1c1c(Cl)cccc1Cl)C1CC1 (stereo not drawn) ?
PKA-R1A act: -3; SR-BI DiI-HDL act: 2; SUMO Mot1 rescue: -6; PKA-R2B act: 2; MITF act: 1; CDK5 inh: 0.6; DSG3 Ab inh: 94; Arr AP2 block: 28; SR-BI HDL uptake: -2; NSD2 inh: 1; dFosB act: 3

Results for Cc1cccc(-n2nnnc2SCC(=O)c2cc(C)n(CC3CCCO3)c2C)c1 (stereo not drawn) ?
PKA-R1A act: -6; SR-BI DiI-HDL act: -16; SUMO Mot1 rescue: -8; PKA-R2B act: -11; MITF act: 24; CDK5 inh: -2.8; Arr AP2 block: 8; SR-BI HDL uptake: 16; NSD2 inh: 1; dFosB act: -5

Results for CC(=O)Nc1ccc(S(=O)(=O)NCc2cn3ccsc3n2)cc1 ?
PKA-R1A act: -7; SR-BI DiI-HDL act: 6; SUMO Mot1 rescue: -23; PKA-R2B act: -10; MITF act: -6; CDK5 inh: 0.0; DSG3 Ab inh: 97; Arr AP2 block: 8; SR-BI HDL uptake: -6; dFosB act: 1

What do the screens show for `CCOCCc1c(O)nc(SCC(=O)N2CCOCC2)[nH]c1=O`?
PKA-R1A act: -9; SUMO Mot1 rescue: -2; PKA-R2B act: 6; MITF act: 14; CDK5 inh: -0.8; Arr AP2 block: -17; NSD2 inh: 4; dFosB act: 0

What do the screens show for `CN(CC(=O)Nc1ccc(Cl)cc1)C(=O)C1=COCCO1`?
PKA-R1A act: 2; SR-BI DiI-HDL act: 19; SUMO Mot1 rescue: -9; PKA-R2B act: -5; MITF act: -1; CDK5 inh: -1.1; DSG3 Ab inh: 103; Arr AP2 block: -1; SR-BI HDL uptake: -19; NSD2 inh: -2; dFosB act: -2

Results for CC(=O)O[C@@H]1[C@H]2[C@@H](C[C@@H](C)[C@@H]3CCC(=O)[C@@]13C)OC(=O)[C@@H]2C ?
PKA-R1A act: -12; SR-BI DiI-HDL act: 14; SUMO Mot1 rescue: 5; PKA-R2B act: -11; MITF act: 2; CDK5 inh: 0.7; DSG3 Ab inh: 106; Arr AP2 block: 24; SR-BI HDL uptake: -14; dFosB act: 6

Results for COc1ccc(S(=O)(=O)N(C)C[C@H]2Oc3ccc(NC(=O)C4CCCCC4)cc3C(=O)N([C@H](C)CO)C[C@@H]2C)cc1 ?
PKA-R1A act: 7; SR-BI DiI-HDL act: -29; SUMO Mot1 rescue: 6; PKA-R2B act: -4; MITF act: -9; CDK5 inh: -1.3; DSG3 Ab inh: 98; SR-BI HDL uptake: 29; dFosB act: -1

How did O=C(COC(=O)CCc1c[nH]c2ccccc12)Nc1cc([N+](=O)[O-])ccc1Cl do in these assays?
PKA-R1A act: -2; SR-BI DiI-HDL act: 5; SUMO Mot1 rescue: 9; PKA-R2B act: 0; MITF act: 9; CDK5 inh: -1.8; DSG3 Ab inh: 86; Arr AP2 block: -9; SR-BI HDL uptake: -5; NSD2 inh: 1; dFosB act: -1

Results for O=C(C(=Cc1ccccc1)CN1CCCCC1)c1ccccc1 ?
PKA-R1A act: 9; SR-BI DiI-HDL act: -54; PKA-R2B act: -6; MITF act: -97; CDK5 inh: -3.9; Arr AP2 block: 9; SR-BI HDL uptake: 54; NSD2 inh: 5; dFosB act: -4

Results for O=c1[nH]c(NCc2ccccc2)nc2c1CCC2 ?
PKA-R1A act: -15; SR-BI DiI-HDL act: -2; PKA-R2B act: 4; CDK5 inh: -0.4; DSG3 Ab inh: 82; Arr AP2 block: 19; SR-BI HDL uptake: 2; dFosB act: 2

How did O=C(Cn1nc(-c2ccc(F)cc2)ccc1=O)Nc1ccc2c(c1)OCCO2 do in these assays?
PKA-R1A act: -7; SUMO Mot1 rescue: 359; PKA-R2B act: 4; MITF act: -1; CDK5 inh: -0.9; DSG3 Ab inh: 105; Arr AP2 block: 28; NSD2 inh: -2; dFosB act: -5

Results for CCn1c(=O)c2ccccc2n(Cc2cccc(C)c2)c1=O ?
PKA-R1A act: 1; SR-BI DiI-HDL act: -7; SUMO Mot1 rescue: -6; PKA-R2B act: 8; CDK5 inh: 1.6; DSG3 Ab inh: 98; Arr AP2 block: 0; SR-BI HDL uptake: 7; NSD2 inh: -3; dFosB act: -4

How did Cc1ccc(NC(=O)COc2coc(CN3c4ccccc4CC3C)cc2=O)c(C)c1 (stereo not drawn) do in these assays?
PKA-R1A act: -7; SR-BI DiI-HDL act: -22; SUMO Mot1 rescue: 2; PKA-R2B act: -5; MITF act: -3; CDK5 inh: 0.4; DSG3 Ab inh: 108; Arr AP2 block: -1; SR-BI HDL uptake: 22; NSD2 inh: 1; dFosB act: -10

How did Cc1ccc(S(=O)(=O)C(CCC(=O)N2CCOCC2)S(=O)(=O)c2ccc(C)cc2)cc1 do in these assays?
PKA-R1A act: 7; SR-BI DiI-HDL act: 23; SUMO Mot1 rescue: 95; PKA-R2B act: 12; MITF act: 20; CDK5 inh: 4.9; DSG3 Ab inh: 95; Arr AP2 block: 37; SR-BI HDL uptake: -23; NSD2 inh: 1; dFosB act: -1

Results for Cc1ccc(NCN2C(=O)c3ccccc3C2=O)c(C)c1 ?
PKA-R1A act: -16; SR-BI DiI-HDL act: 13; SUMO Mot1 rescue: 2; PKA-R2B act: -9; MITF act: -16; CDK5 inh: 0.0; DSG3 Ab inh: 107; Arr AP2 block: -4; SR-BI HDL uptake: -13; NSD2 inh: 8; dFosB act: -7

What do the screens show for `Nc1[nH]ncc1C(=O)Nc1cccc(C(F)(F)F)c1`?
PKA-R1A act: -12; SR-BI DiI-HDL act: 23; SUMO Mot1 rescue: 303; PKA-R2B act: -7; MITF act: -3; CDK5 inh: 1.4; DSG3 Ab inh: 98; Arr AP2 block: 0; SR-BI HDL uptake: -23; NSD2 inh: -1; dFosB act: -3

What do the screens show for `O=C(C1Cc2ccccc2CN1S(=O)(=O)c1ccccc1[N+](=O)[O-])N1CCOCC1` (stereo not drawn)?
PKA-R1A act: 8; SR-BI DiI-HDL act: 1; SUMO Mot1 rescue: -14; PKA-R2B act: -1; MITF act: 1; CDK5 inh: -3.8; DSG3 Ab inh: 98; Arr AP2 block: 9; SR-BI HDL uptake: -1; NSD2 inh: 0; dFosB act: -9

Reprinted from the part before: 2 entries, then new ones.
What do the screens show for `Nc1[nH]ncc1C(=O)Nc1cccc(C(F)(F)F)c1`?
PKA-R1A act: -12; SR-BI DiI-HDL act: 23; SUMO Mot1 rescue: 303; PKA-R2B act: -7; MITF act: -3; CDK5 inh: 1.4; DSG3 Ab inh: 98; Arr AP2 block: 0; SR-BI HDL uptake: -23; NSD2 inh: -1; dFosB act: -3

What do the screens show for `O=C(C1Cc2ccccc2CN1S(=O)(=O)c1ccccc1[N+](=O)[O-])N1CCOCC1` (stereo not drawn)?
PKA-R1A act: 8; SR-BI DiI-HDL act: 1; SUMO Mot1 rescue: -14; PKA-R2B act: -1; MITF act: 1; CDK5 inh: -3.8; DSG3 Ab inh: 98; Arr AP2 block: 9; SR-BI HDL uptake: -1; NSD2 inh: 0; dFosB act: -9

How did COc1cccc(OCC(O)CNC(=O)c2oc3ccc(C)cc3c2C)c1 (stereo not drawn) do in these assays?
PKA-R1A act: 1; SR-BI DiI-HDL act: 5; SUMO Mot1 rescue: 4; PKA-R2B act: -7; MITF act: 2; CDK5 inh: -1.7; DSG3 Ab inh: 96; Arr AP2 block: -12; SR-BI HDL uptake: -5; NSD2 inh: -2; dFosB act: -8

What do the screens show for `C=CCNc1nc(C(=O)OCC(=O)Nc2ccccc2C(F)(F)F)cs1`?
PKA-R1A act: 1; SR-BI DiI-HDL act: 11; SUMO Mot1 rescue: 5; PKA-R2B act: -17; MITF act: 3; CDK5 inh: 0.6; DSG3 Ab inh: 102; Arr AP2 block: -11; SR-BI HDL uptake: -11; NSD2 inh: -4; dFosB act: 13

How did CCOC(=O)c1c(NC(=O)CSc2nnc(C)c(=O)[nH]2)sc(C)c1-c1ccc(C)cc1 do in these assays?
PKA-R1A act: -6; SUMO Mot1 rescue: -8; PKA-R2B act: -2; MITF act: -4; CDK5 inh: -0.6; DSG3 Ab inh: 95; Arr AP2 block: 3; NSD2 inh: 25; dFosB act: -24

Results for O=C(NNC(=O)c1cc2cc3ccccc3nc2s1)c1cccc(C(F)(F)F)c1 ?
PKA-R1A act: 1; SR-BI DiI-HDL act: -7; SUMO Mot1 rescue: 1; PKA-R2B act: -5; MITF act: -6; CDK5 inh: -0.6; Arr AP2 block: 0; SR-BI HDL uptake: 7; NSD2 inh: 2; dFosB act: 5

Results for O=C(NCCS(=O)(=O)N1CCN(c2ccccc2F)CC1)C1CC(=O)N(c2ccccc2)C1 (stereo not drawn) ?
PKA-R1A act: -10; SR-BI DiI-HDL act: 17; SUMO Mot1 rescue: 3; PKA-R2B act: 2; MITF act: 3; CDK5 inh: -0.7; DSG3 Ab inh: 109; Arr AP2 block: 3; SR-BI HDL uptake: -17; NSD2 inh: -1; dFosB act: -2

Results for COc1ccccc1NC(=O)N1CCOCC1 ?
PKA-R1A act: 2; SR-BI DiI-HDL act: 16; SUMO Mot1 rescue: 2; PKA-R2B act: 8; MITF act: -18; CDK5 inh: 0.7; DSG3 Ab inh: 93; Arr AP2 block: 6; SR-BI HDL uptake: -16; NSD2 inh: -2; dFosB act: 0
